CHRM4 PAM = human M4 muscarinic receptor positive allosteric modulators, primary screen, CHO-K1 cells, Fluo-8 calcium fluorescence | Muscarinic acetylcholine receptor M4 (Homo sapiens), P08173 | CHO-K1 hM4/Gqi5, ACh EC20; 0% = ACh EC20, 100% = maximal ACh | activation, % at 3 µM | 360,000 compounds, 0.4% hits;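 active means activation above its plate's cutoff, the mean activation of sample wells plus 3 SD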; further: some results filed as inactive read as strong as hits
Target sequence (P08173 whole entry, looked up): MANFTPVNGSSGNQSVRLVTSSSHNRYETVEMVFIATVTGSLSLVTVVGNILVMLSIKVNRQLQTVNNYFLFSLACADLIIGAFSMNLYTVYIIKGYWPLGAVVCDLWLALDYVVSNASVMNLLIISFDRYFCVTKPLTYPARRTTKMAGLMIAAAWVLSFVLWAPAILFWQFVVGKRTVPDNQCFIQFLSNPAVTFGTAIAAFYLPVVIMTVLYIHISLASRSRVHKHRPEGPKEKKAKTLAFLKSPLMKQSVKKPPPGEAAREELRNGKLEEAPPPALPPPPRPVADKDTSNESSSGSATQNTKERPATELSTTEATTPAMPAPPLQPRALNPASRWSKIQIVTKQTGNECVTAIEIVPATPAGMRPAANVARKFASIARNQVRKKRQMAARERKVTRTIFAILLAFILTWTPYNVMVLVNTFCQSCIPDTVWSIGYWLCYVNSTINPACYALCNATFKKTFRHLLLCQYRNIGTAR
M5 antag = human M5 muscarinic receptor antagonists, primary screen, CHO cells, Fluo-8 calcium fluorescence. 360,000 compounds, 0.59% hits. Muscarinic acetylcholine receptor M5 (Homo sapiens), P08912. inhibition, % at 3 µM. CHO-hM5 cells, ACh EC80. AID 624040, 2012;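 active means inhibition above a per-plate cutoff, the mean of that plate's test compounds plus 3 SD, cut at about 27% in these data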;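 further: 0% = acetylcholine EC80 with DMSO and 100% = DMSO without agonist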
Target sequence (P08912 whole entry, looked up): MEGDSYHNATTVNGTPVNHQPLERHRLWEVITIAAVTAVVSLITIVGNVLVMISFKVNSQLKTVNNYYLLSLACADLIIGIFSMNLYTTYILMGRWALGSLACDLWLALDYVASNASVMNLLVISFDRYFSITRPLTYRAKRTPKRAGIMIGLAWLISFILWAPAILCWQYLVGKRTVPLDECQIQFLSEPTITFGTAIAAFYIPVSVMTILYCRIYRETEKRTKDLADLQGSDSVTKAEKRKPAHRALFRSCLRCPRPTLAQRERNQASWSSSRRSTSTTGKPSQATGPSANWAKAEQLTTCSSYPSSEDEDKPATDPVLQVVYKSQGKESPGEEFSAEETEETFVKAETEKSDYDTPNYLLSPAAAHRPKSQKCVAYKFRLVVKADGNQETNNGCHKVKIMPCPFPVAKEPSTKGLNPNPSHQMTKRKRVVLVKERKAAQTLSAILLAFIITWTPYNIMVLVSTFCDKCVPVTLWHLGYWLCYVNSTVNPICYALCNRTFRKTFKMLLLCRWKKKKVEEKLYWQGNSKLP
TAAR1 ag = human TAAR1 agonists, primary screen, Fluo-8 calcium fluorescence, CHO RD-HGA16 cells; Trace amine-associated receptor 1 (Homo sapiens), Q96RJ0; vehicle wells 0%, saturating PEA agonist 100%; activation, % at 3 µM; 360,000 compounds, 0.99% hits;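 active means activation above the mean activation of all test compounds in the run plus 3 SD, cut at about 38% in these data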
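test system = CHO RD-HGA16 cells carrying human TAAR1 plus Gα16 | schedule = 17-24 h seeding, 75 min 37 °C dye, 30 min RT | compound dosing = 3 µM single concentration | control set = DMSO and PEA EC100 | replicates = n 1 | signal = Fluo-8 fluorescence, 5 s baseline then 140 s kinetic read | measure = percent activation vs PEA EC100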
CRFBP-R2 agonist = agonists of CRF-BP/CRF-R2 complex, primary screen, cell-based, HEK293, calcium dye fluorescence, uHTS; CRF-binding protein / CRF receptor 2 complex (human); calcium dye fluorescence (FLIPR); percent of saturating CRF peptide response; 350,000 compounds, 0.46% hits; activation, % at 13.2 µM;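 active means activation of at least 50%, plus an integration ratio under a set limit after plate pattern correction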;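 further: plate controls were neutral control wells without compound for no effect and CRF at EC100 for full effect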
M5 PAM = human M5 muscarinic receptor positive allosteric modulators, primary screen, CHO-K1 cells, Fluo-8 calcium fluorescence. Muscarinic acetylcholine receptor M5 (Homo sapiens), P08912. CHO-K1 hM5, ACh EC20 PAM; 0% = ACh EC20, 100% = ACh EC100. activation, % at 3 µM. 360,000 compounds, 0.3% hits. AID 624038, 2012;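 active means activation above the run cutoff, the mean activation of all test compounds plus 3 SD, cut at about 18% in these data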
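System – CHO-K1 hM5 cells · Compound – 3 µM, single dose · Incubation – compound preincubation 140 s before EC20 acetylcholine addition · Technique – Fluo-8 calcium fluorescence · Measure – Max/basal fluorescence ratio as % of EC20–EC100 ACh window · Benchmarks – low control EC20 acetylcholine (0%), high control EC100 acetylcholine (100%) · Replication – singlicate, one well per test compound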
CHO-K1 Ca PAM = nonselective calcium activators in parental CHO-K1 cells, primary screen, counter-screen for M1 PAM project, cell-based, Fluo-8 calcium fluorescence, full deck, 1536-well; ATP EC20; 0% at ATP EC20, 100% at ATP max; activation, % at 3 µM; 360,000 compounds, 0.02% hits; AID 602247, 2012;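 active means activation above the run cutoff, the mean activation of all test compounds plus 3 SD, cut at about 40% in these data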;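 further: peak over basal fluorescence ratio in a 140 s read after ATP addition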
TAAR1 antag = human TAAR1 antagonists, primary screen, Fluo-8 calcium fluorescence, CHO RD-HGA16 cells. 360,000 compounds, 1.5% hits. Trace amine-associated receptor 1 (Homo sapiens), Q96RJ0. AID 624466, 2012. antagonist. inhibition, % at 3 µM;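 active means inhibition above a per-plate cutoff, the mean inhibition of test compounds on that plate plus 3 SD, cut at about 49% in these data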;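 further: 0% = DMSO plus EC80 beta-PEA response and 100% = DMSO alone without agonist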
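Test system: hTAAR1-expressing CHO RD-HGA16 cells, Gα16-coupled; Probe or stimulus: EC80 β-phenethylamine stimulus; Compound dosing: single nominal final test compound concentration of 3 µM; Timing: 140 s kinetic read after compound, 140 s after agonist; Signal: Fluo-8 calcium-sensitive fluorescence; Measure: % inhibition of agonist calcium response; Controls: DMSO and EC80 PEA controls.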
M5 ag = human M5 muscarinic receptor agonists, primary screen, CHO-K1 cells, Fluo-8 calcium fluorescence. Muscarinic acetylcholine receptor M5 (Homo sapiens), P08912. CHO-K1 hM5 cells; 0% DMSO wells, 100% maximal acetylcholine response. activation, % at 3 µM. 360,000 compounds, 0.19% hits;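 active means activation above the run's mean over test compounds plus 3 SD, cut at about 23% in these data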;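 further: signal is peak over basal fluorescence ratio across the kinetic read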
CRFBP-R2 block = antagonists of CRF-BP/CRF-R2 complex, primary screen, cell-based, HEK293, calcium dye fluorescence, uHTS | CRF-induced calcium fluorescence | inhibition, % at 11.8 µM | 350,000 compounds, 0.59% hits | AID 588475, 2011;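 active means inhibition of the ligand-induced calcium signal above about 50% at the single tested concentration, limit read from the data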
Active calls of the source: *.

Screening CC(=O)OCC1OC(c2ccccc2)C(OC(C)=O)C(OC(C)=O)C1OC(C)=O (stereo not drawn) returned CHRM4 PAM -6.9, M5 antag 0.5, TAAR1 ag 10.7, CRFBP-R2 agonist -0.2, M5 PAM -1.4, CHO-K1 Ca PAM 8.2, TAAR1 antag 22.3, M5 ag -0.1 and CRFBP-R2 block 6.4.
For CC(=O)NC(CC(=O)NNC(=O)c1cccs1)c1ccccc1 (stereo not drawn) the results were CHRM4 PAM 5.4, M5 antag -3.2, TAAR1 ag 0.9, CRFBP-R2 agonist 1.3, M5 PAM -0.4, CHO-K1 Ca PAM 16.4, TAAR1 antag -11.5, M5 ag 4.8 and CRFBP-R2 block -11.8.
CC(=O)Nc1cc(-c2ccc(CO)cc2)cn2c(-c3ccc(F)cc3)cnc12 was read as CHRM4 PAM 0.2, M5 antag 6.4, TAAR1 ag 0.8, M5 PAM -2.7, CHO-K1 Ca PAM 12.5, TAAR1 antag 23.5 and M5 ag 0.4.
For COc1cccc2cc(C(=O)Nc3ccc(S(=O)(=O)NCC4CCCO4)cc3)c(=O)oc12 (stereo not drawn) the results were CHRM4 PAM 3.9, M5 antag -3.1, TAAR1 ag 4.0, CRFBP-R2 agonist 11.0, M5 PAM 3.4, CHO-K1 Ca PAM 8.1, TAAR1 antag -13.8, M5 ag 6.0 and CRFBP-R2 block 37.5.
For CC1CCN(c2ccc(C(=O)O)cc2N)CC1 the results were CHRM4 PAM -2.0, M5 antag -1.9, TAAR1 ag -1.0, CRFBP-R2 agonist 1.1, M5 PAM -3.5, CHO-K1 Ca PAM 6.8, TAAR1 antag 0.1, M5 ag -1.0 and CRFBP-R2 block -6.5.
For CCc1cccc(CC)c1N(COC)C(=O)Cn1nnc2ccccc21 the results were CHRM4 PAM -10.8, M5 antag 3.5, TAAR1 ag 5.7, CRFBP-R2 agonist -0.6, M5 PAM 0.6, CHO-K1 Ca PAM -4.7, TAAR1 antag -18.4, M5 ag -1.8 and CRFBP-R2 block -5.7.
O=C(NCc1ccccc1Cl)/C(=C\c1cccnc1)NC(=O)c1ccccc1 was read as CHRM4 PAM -1.6, M5 antag -1.8, TAAR1 ag 1.1, CRFBP-R2 agonist -3.4, M5 PAM -2.8, CHO-K1 Ca PAM 2.2, TAAR1 antag -0.8, M5 ag -0.5 and CRFBP-R2 block 11.2.
Screening CCOC(=O)c1c(CN2CCN(C)CC2)n(C)c2cc(Br)c(OC)cc12 returned CHRM4 PAM -7.1, M5 antag 14.3, TAAR1 ag 8.2, CRFBP-R2 agonist -0.9, M5 PAM -4.0, CHO-K1 Ca PAM 19.0, TAAR1 antag 4.7, M5 ag -4.2 and CRFBP-R2 block -9.9.
For CCOc1ccc(N(CC(=O)NC(C)CC)S(C)(=O)=O)cc1 (stereo not drawn) the results were CHRM4 PAM -0.2, M5 antag 2.2, TAAR1 ag 3.6, CRFBP-R2 agonist 0.5, M5 PAM 0.8, CHO-K1 Ca PAM 14.7, TAAR1 antag 2.0, M5 ag -2.7 and CRFBP-R2 block 8.1.
For Cc1nc2n[nH]c(N)c2c2c1COC(C)(C)C2 the results were CHRM4 PAM 15.3, M5 antag -3.4, TAAR1 ag 4.0, CRFBP-R2 agonist 1.4, M5 PAM -0.1, CHO-K1 Ca PAM 22.0, TAAR1 antag 7.4, M5 ag -2.4 and CRFBP-R2 block -6.3.
`CC(=O)C(C(C)=O)C(NC(=O)c1cccnc1)(C(F)(F)F)C(F)(F)F` gave CHRM4 PAM 1.3, M5 antag -3.8, TAAR1 ag 6.7, CRFBP-R2 agonist 0.9, M5 PAM -1.0, CHO-K1 Ca PAM -6.3, TAAR1 antag -1.4, M5 ag -1.9 and CRFBP-R2 block 7.2.
Screening O=C(CSc1ncn[nH]1)N/N=C/c1ccc(C(F)(F)F)cc1 returned CHRM4 PAM 1.0, M5 antag 6.8, TAAR1 ag 4.6, CRFBP-R2 agonist 0.0, M5 PAM -1.7, CHO-K1 Ca PAM -19.6, TAAR1 antag -14.4, M5 ag -0.5 and CRFBP-R2 block 5.0.
Screening O=C(COC(=O)Cc1ccc(Br)cc1)NC1CCCC1 returned CHRM4 PAM 11.0, M5 antag 6.8, TAAR1 ag 4.5, CRFBP-R2 agonist -1.9, M5 PAM -3.7, CHO-K1 Ca PAM 14.2, TAAR1 antag -2.8, M5 ag -4.5 and CRFBP-R2 block -2.3.
For COc1ccc(C(=O)Nc2ccnn2C2CCN(CCC(C)c3ccc(C)o3)CC2)cc1 (stereo not drawn) the results were CHRM4 PAM -6.4, M5 antag 13.5, TAAR1 ag 3.9, CRFBP-R2 agonist -0.8, M5 PAM -8.6, CHO-K1 Ca PAM -6.0, TAAR1 antag 6.2, M5 ag -8.9 and CRFBP-R2 block -7.1.
Cn1ccnc1SCC(=O)Nc1cc(S(=O)(=O)N2CCOCC2)ccc1Cl was read as CHRM4 PAM 0.5, M5 antag -8.6, TAAR1 ag 0.6, CRFBP-R2 agonist -1.9, M5 PAM -0.8, CHO-K1 Ca PAM 8.1, TAAR1 antag 18.1, M5 ag 1.5 and CRFBP-R2 block -3.0.
`O=C(Nc1nc2c(cc3c4c(cccc42)CC3)s1)c1ccccc1Cl` gave CHRM4 PAM 16.8, M5 antag 3.8, TAAR1 ag 6.0, CRFBP-R2 agonist 0.1, M5 PAM -2.3, CHO-K1 Ca PAM -4.2, TAAR1 antag -8.8, M5 ag 0.6 and CRFBP-R2 block -17.7.
For CCOC(=O)C1Oc2ccccc2C(c2ccc(OC)cc2)=C1C(=O)OC (stereo not drawn) the results were CHRM4 PAM -5.2, M5 antag -2.6, TAAR1 ag 2.4, CRFBP-R2 agonist -4.1, M5 PAM -4.0, CHO-K1 Ca PAM 0.9, TAAR1 antag -7.5, M5 ag -2.2 and CRFBP-R2 block 17.7.
CCOC(=O)N1CCN(C(=O)C(=O)NNC(=O)COc2ccc(Cl)c(C)c2)CC1 was read as CHRM4 PAM -2.8, M5 antag 3.0, TAAR1 ag 4.6, CRFBP-R2 agonist 2.4, M5 PAM 0.7, CHO-K1 Ca PAM 14.0, TAAR1 antag -8.1, M5 ag -0.6 and CRFBP-R2 block 10.6.
Cc1cc(C)nc(SCc2nnc(SCC(N)=O)n2Cc2ccco2)n1 was read as CHRM4 PAM -4.3, M5 antag -5.4, TAAR1 ag 0.3, CRFBP-R2 agonist 0.2, M5 PAM -2.2, CHO-K1 Ca PAM 17.2, TAAR1 antag -6.6, M5 ag 1.8 and CRFBP-R2 block 32.7.
`O=C(CN1CCN(CC(=O)Nc2ccccc2Cl)CC1)Nc1ccc(F)c(F)c1` gave CHRM4 PAM -1.9, M5 antag -5.5, TAAR1 ag 2.7, CRFBP-R2 agonist 3.2, M5 PAM 1.0, CHO-K1 Ca PAM -11.0, TAAR1 antag 3.7, M5 ag -2.7 and CRFBP-R2 block 11.1.
For CCN(CC(=O)NCc1ccccn1)S(=O)(=O)c1ccc(Cl)cc1 the results were CHRM4 PAM 2.3, M5 antag -1.0, TAAR1 ag 5.9, CRFBP-R2 agonist 1.9, M5 PAM 1.0, CHO-K1 Ca PAM -0.8, TAAR1 antag 0.5, M5 ag -2.8 and CRFBP-R2 block -21.1.
For O=C(COc1coc(CN2CCc3ccccc32)cc1=O)Nc1ccc([N+](=O)[O-])cc1 the results were CHRM4 PAM -2.5, M5 antag 5.1, TAAR1 ag 1.2, CRFBP-R2 agonist 0.9, M5 PAM -5.2, CHO-K1 Ca PAM -10.9, TAAR1 antag 11.9, M5 ag 2.4 and CRFBP-R2 block -4.7.
Cc1ccnc(N2C(=O)c3ccccc3C2Nc2cccc(C)c2C)c1 (stereo not drawn) was read as CHRM4 PAM 0.9, M5 antag 2.6, TAAR1 ag -1.9, CRFBP-R2 agonist 1.4, M5 PAM -1.9, CHO-K1 Ca PAM 6.7, TAAR1 antag -18.9, M5 ag -1.5 and CRFBP-R2 block 15.4.
Screening Cc1ccc(N2CCN(C(=O)C(=O)c3cccc([N+](=O)[O-])c3)CC2)cc1 returned CHRM4 PAM -3.8, M5 antag 0.6, TAAR1 ag -1.6, M5 PAM -5.8, TAAR1 antag -2.8 and M5 ag -1.2.
For CC(C)CNC(=O)c1cc(-c2ccc(Br)cc2)on1 the results were CHRM4 PAM 18.4, M5 antag 3.4, CRFBP-R2 agonist 1.7, M5 PAM -2.5, CHO-K1 Ca PAM 2.4, M5 ag -0.3 and CRFBP-R2 block -3.7.
Screening Cc1ccccc1NC(=O)Cc1nc(COC(=O)c2cc([N+](=O)[O-])ccc2N)cs1 returned CHRM4 PAM -4.7, M5 antag 3.9, TAAR1 ag -0.4, CRFBP-R2 agonist -0.3, M5 PAM -3.6, CHO-K1 Ca PAM 11.2, TAAR1 antag -7.0, M5 ag -3.3 and CRFBP-R2 block 26.1.
`Cc1n[nH]c(C)c1S(=O)(=O)N(CC(=O)NC1CCCC1)c1ccc(C(C)C)cc1` gave CHRM4 PAM -4.1, M5 antag 20.3, TAAR1 ag 8.8, CRFBP-R2 agonist -0.6, M5 PAM -15.2, CHO-K1 Ca PAM -12.1, TAAR1 antag 61.3*, M5 ag 0.1 and CRFBP-R2 block 3.9.
CCOC(=O)/C(=C\C=C\N1CCOCC1)C(C)=O was read as CHRM4 PAM -0.2, M5 antag -7.0, TAAR1 ag 7.0, CRFBP-R2 agonist -0.1, M5 PAM 2.8, CHO-K1 Ca PAM 6.1, TAAR1 antag -5.1, M5 ag -1.6 and CRFBP-R2 block -3.7.
